# TSG101-PTAP inh: blocks PTAP/TSG101 interaction to inhibit HIV-1 budding. Q99816. Fluorescence polarization, FITC-PTAP peptide / Tsg101 binding. Potency, µM (series often up to 115 µM), without a hit: top-dose activity change, negative = inhibition, hits mostly inhibitors. 340,000 tested, under 10 active. AID 493005; active = well fitted inhibition curve with a large enough effect in the main read-out, with a control signal flat, not every such curve was filed as active; inconclusive = small, poorly fitted or top-dose-only effect, or effect the other way, or a change in a side signal; inactive = no such curve, though single readings can be large or run the other way; note: potency is the fitted concentration of half-maximal effect; % of control where 0% means no effect
#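 Compounds were pin-transferred onto Tsg101 binding domain (10 uM final) in HEPES pH 7.5 buffer, then FITC-PTAP peptide was added at 50 nM final. After 20 min at RT, polarization reported peptide displacement across a qHTS concentration series.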
# USP2a inh: blocks human ubiquitin-specific protease USP2a; O75604; USP2 core, Ub-CHOP2 coupled fluorogenic reporter, 485/531; Potency, µM (titrated, usually from 38.3 µM), for the others: at the top dose activity change, negative = inhibition, hits mostly inhibitors; 330,000 compounds, 0.01% hits; AID 463254;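 note: potency is the fitted concentration of half-maximal effect; plate controls were DMSO wells for no effect and full inhibition by NEM control for full effect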
# Target sequence (O75604 whole entry, looked up): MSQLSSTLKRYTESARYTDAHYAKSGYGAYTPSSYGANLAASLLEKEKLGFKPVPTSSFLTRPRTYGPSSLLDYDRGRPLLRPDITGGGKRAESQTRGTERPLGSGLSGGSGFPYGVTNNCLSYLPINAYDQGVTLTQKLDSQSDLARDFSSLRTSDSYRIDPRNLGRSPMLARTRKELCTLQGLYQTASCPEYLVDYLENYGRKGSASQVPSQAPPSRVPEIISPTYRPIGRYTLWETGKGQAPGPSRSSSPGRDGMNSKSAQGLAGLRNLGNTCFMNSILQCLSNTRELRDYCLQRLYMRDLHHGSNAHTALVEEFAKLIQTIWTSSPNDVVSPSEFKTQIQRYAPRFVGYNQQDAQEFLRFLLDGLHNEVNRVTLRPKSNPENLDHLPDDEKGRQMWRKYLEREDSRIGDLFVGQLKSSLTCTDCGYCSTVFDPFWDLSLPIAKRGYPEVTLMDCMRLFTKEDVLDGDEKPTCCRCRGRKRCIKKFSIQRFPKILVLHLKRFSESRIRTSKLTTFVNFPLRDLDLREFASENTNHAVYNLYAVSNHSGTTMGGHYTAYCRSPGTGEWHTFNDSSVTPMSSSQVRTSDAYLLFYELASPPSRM
#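 Deubiquitinase activity read as fluorescence (485/531 nm) after Ub-CHOP2 cleavage activates the enterokinase reporter on its substrate; USP2 core 10nM, Ub-CHOP2 and substrate 25nM each, 30min compound preincubation then 60min RT; data normalized to NEM, curves fitted.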
# Integrin act MD: activators of alpha7 integrin expression for muscular dystrophy | alpha7betagal myoblasts, beta-gal FDG fluorescence, 48 h | Potency, µM (highest dose often 38.3 µM), inactives show top-dose activation, hits mostly activators | 350,000 compounds, 0.064% hits | AID 624291;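 note: potency is the fitted concentration of half-maximal effect; 100% = response of the positive control SU9516; nearly all actives have a fitted effect of over 60% in size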
#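 alpha7betagal+/- myoblasts (passage 13, 250/well) treated 48 h at 37C with compounds at 1:260 dilution of DMSO stock. Lysed, then beta-galactosidase activity read as FDG fluorescence (ex 480/em 540) after 30 min, with pre-read for autofluorescence.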
# Eya2 phos inh: Eya2 (human) phosphatase inhibition; O00167; recombinant Eya2, OMFP fluorescence dephosphorylation (OMFP is methylfluorescein phosphate); Potency, µM (top dose mostly 76.9 µM), for the others: top-dose activity, negative = inhibition, hits mostly inhibitors; 330,000 compounds, 0.006% hits; note: potency is the fitted concentration of half-maximal effect; % is set by controls: 0 for no effect and ±100 for the full control effect
# Target sequence (O00167 whole entry, looked up): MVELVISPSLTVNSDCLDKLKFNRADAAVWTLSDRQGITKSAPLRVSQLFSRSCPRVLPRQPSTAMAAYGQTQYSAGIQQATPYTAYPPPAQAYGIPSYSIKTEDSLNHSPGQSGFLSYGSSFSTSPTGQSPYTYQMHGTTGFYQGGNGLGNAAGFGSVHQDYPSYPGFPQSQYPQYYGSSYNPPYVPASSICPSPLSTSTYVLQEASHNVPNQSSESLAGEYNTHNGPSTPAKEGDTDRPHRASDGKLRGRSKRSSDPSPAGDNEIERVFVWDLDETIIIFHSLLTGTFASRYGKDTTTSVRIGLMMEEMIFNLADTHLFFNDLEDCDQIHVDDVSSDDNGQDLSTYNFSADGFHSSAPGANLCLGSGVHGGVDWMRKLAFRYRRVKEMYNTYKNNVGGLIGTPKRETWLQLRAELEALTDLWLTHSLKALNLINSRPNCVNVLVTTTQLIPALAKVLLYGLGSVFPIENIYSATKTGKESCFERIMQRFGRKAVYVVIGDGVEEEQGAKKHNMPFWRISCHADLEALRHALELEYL
#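 Eya2 (0.2 uM) preincubated 10 min at ambient with compound, then OMFP substrate added at 50 uM; 10 min reaction in 50 mM HEPES pH 7.5, 50 mM NaCl, 5 uM MgCl2, 0.05% BSA, 1 mM DTT. Fluorescence read at Ex 485/Em 525 nm.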
# uPA surface inh: cell surface uPA generation inhibition | cell surface uPA generation assay, qHTS | Potency, µM (doses to about 38.3 µM), inactives show at the top dose activity change, negative = inhibition, actives largely listed as inhibitors | 330,000 compounds, 0.31% hits | AID 540303; active = well fitted inhibition curve with a large enough effect; inconclusive = small, poorly fitted or top-dose-only effect; inactive = no such curve, though single readings can be large or run the other way; tested in mouse RAW 264.7 cells; note: potency is the fitted concentration of half-maximal effect; % is set by controls: 0 for no effect and ±100 for the full control effect; nearly all actives have a fitted effect of over 55% in size
# BRCA1 expr up: increases BRCA1 expression | MCF7-BRCA1-FFLuc reporter, luminescence, 48 h; response scale: scaled: vehicle 0%, 10 µM genistein 100% | Potency, µM (top dose mostly 46.1 µM), inactives show at the top dose activation, actives largely listed as activators | 380,000 compounds, 1.1% hits; note: potency is the fitted concentration of half-maximal effect; nearly all actives have a fitted effect of over 80% in size; some results filed as inactive show a strong effect at the top dose
#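 Luminescence from a BRCA1-driven firefly luciferase in MCF7 cells was the read-out, taken 15 min after substrate addition following 48 h compound exposure at 37 °C. Data were normalized to a 10 microM genistein control and DMSO vehicle.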
# ASM inhibitor: human S-ASM enzyme inhibition; AID 504937; 340,000 compounds, 0.006% hits; placental ASM, HMU-PC fluorogenic substrate, 60 min; Potency, µM (series often up to 57.5 µM), without a hit: top-dose activity change, negative = inhibition, usual class: inhibitors; note: potency is the fitted concentration of half-maximal effect
#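 Steps: dispense placental human ASM, pin compound, wait 10 min at room temperature, add HMU-PC0 substrate at 9 uM final, incubate 60 min at 37 °C, add stop solution raising pH to 10, read fluorescence.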
# p53 reactivation: re-activators of mutant p53; H1299 p53-A138V BP100-luciferase reporter, luminescence, 24 h; Potency, µM (top dose mostly 92.2 µM), for inactives: at the highest dose activity change, positive = activation, most hits filed as activators; 320,000 compounds, 0.063% hits; AID 504706; note: potency is the fitted concentration of half-maximal effect; % of control where 0% means no effect; nearly all actives have a fitted effect of over 45% in size
#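 H1299 (p53-null), stable ts p53-A138V + BP100-Luc; 1000 cells/well, Opti-MEM/10% FBS; cpd 4 pt, 1:5; 24 h, 37 deg C, 5% CO2; detection reagent 10 min RT; luminescence.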
# TRPV1 ag: activates the human vanilloid receptor TRPV1 | Q8NER1 | TRPV1-expressing cells, Fluo-8 calcium influx, agonist mode | activation, % at 8.33 µM | 320,000 compounds, 0.19% hits | AID 540275; in the data active = activation above about 80%; inconclusive = between about 30% and that limit; note: 0% is about no effect
#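 Cells expressing TRPV1 were dye-loaded with Fluo-8 and read kinetically: 10 s baseline, 3 min after compound (agonist portion), then 2 min after EC20 capsaicin (allosteric enhancer portion). Calcium-bound dye fluorescence at 480/520 nm.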
# ELG1 genotox: genotoxicity induction in ELG1-luciferase HEK293T cells. HEK293T ELG1-luciferase reporter, luminescence, 16 h. Potency, µM (doses to about 46 µM), for inactives: at the top dose activity change, positive = activation, usual class: activators. 330,000 compounds, 1.3% hits; note: potency is the fitted concentration of half-maximal effect; % of control where 0% means no effect; nearly all actives have a fitted effect of over 60% in size
#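 After overnight (16 hr) compound treatment at 37 °C, ELG1-luciferase HEK293T cells were lysed with ONE-Glo; luminescence quantified 30 min later at room temperature.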
# B2AR arrestin: beta2AR (human) beta-arrestin recruitment activity; beta-arrestin recruitment to beta2AR, cell-based reporter; P07550; 330,000 compounds, 0.02% hits; Potency, µM (titrated, usually from 46.1 µM), inactives show at the highest dose activation, hits mostly activators;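 note: potency is the fitted concentration of half-maximal effect; 0% = DMSO controls and full agonism = EC100 isoproterenol or metaproterenol; nearly all actives have a fitted effect of over 65% in size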
# * marks the source's active call; other numbers are inactive results; i = inactive; ? = inconclusive; nt = no result given; [ ] = remark or other dose. Unless noted, calls come from the whole dose curve; as a rule, active = well fitted curve in the direction sought with a large enough effect; inconclusive = small, poorly fitted or top-dose-only effect, or another doubt; inactive = no such curve, though single readings can be large; an effect the other way counts as inactive or inconclusive.
1	Cc1ccc(NC(=O)CN2CCc3cc4c(cc3C2)OCCCO4)cc1
2	CN(C)C(=O)c1cc(S(=O)(=O)N(C)C)c(Cl)cc1N1CCCC1
3	O=C(c1cc(=O)[nH]c2ccccc12)N1CCN(Cc2ccc3c(c2)OCO3)CC1
4	CCCC1CCC(c2nc(-c3cccnc3)no2)CC1 (centres undefined)
5	Cc1ccccc1C(=O)NCC(=O)NCC1(N2CCOCC2)CCCCC1
6	Nc1ccnc(=O)[nH]1

assay / compound,1,2,3,4,5,6
TSG101-PTAP inh,0%,-11%,1%,1%,-1%,0%
USP2a inh,0%,2%,3%,2%,0%,6%
Integrin act MD,-31%,0%,18%,-7%,-16%,nt
Eya2 phos inh,-1%,7%,1%,29%,-5%,9%
uPA surface inh,6%,8%,-14%,5%,2%,6%
BRCA1 expr up,11%,3%,-22%,106%,-9%,0%
ASM inhibitor,-2%,3%,2%,-6%,2%,0%
p53 reactivation,0%,-1%,11%,?,13%,3%
TRPV1 ag,5,23,-2,3,-3,0
ELG1 genotox,0%,-3%,0%,15%,2%,-2%
B2AR arrestin,-0.8%,-0.5%,-0.3%,0.1%,-0.5%,-0.1%

# 3 entries drawn at random from those above:
6	Nc1ccnc(=O)[nH]1
1	Cc1ccc(NC(=O)CN2CCc3cc4c(cc3C2)OCCCO4)cc1
4	CCCC1CCC(c2nc(-c3cccnc3)no2)CC1 (centres undefined)

assay / compound,6,1,4
TSG101-PTAP inh,0%,0%,1%
USP2a inh,6%,0%,2%
Integrin act MD,nt,-31%,-7%
Eya2 phos inh,9%,-1%,29%
uPA surface inh,6%,6%,5%
BRCA1 expr up,0%,11%,106%
ASM inhibitor,0%,-2%,-6%
p53 reactivation,3%,0%,?
TRPV1 ag,0,5,3
ELG1 genotox,-2%,0%,15%
B2AR arrestin,-0.1%,-0.8%,0.1%

# New compounds follow:
7	Cc1cc(C)cc(-n2c(O)c(C=NC3CCS(=O)(=O)C3)c3ccccc3c2=O)c1 (centres undefined)
8	COc1cc(NC(=O)c2cccnc2)c(Cl)cc1NC(=O)c1ccc(Cl)cc1
9	O=C(Nc1ccc2c(c1)OCO2)c1ccc(NC2CC2)c([N+](=O)[O-])c1
10	O=C(CSc1nnc(C2COc3ccccc3O2)o1)N1CCOCC1 (centres undefined)
11	CCOc1ccccc1NC(=O)c1cc(S(=O)(=O)N2CCOCC2)ccc1C
12	COc1ccc2[nH]c(=O)c(CN(C(C)=O)c3ccc(C)c(C)c3)cc2c1

assay / compound,7,8,9,10,11,12
TSG101-PTAP inh,-5%,-4%,-1%,-1%,-2%,0%
USP2a inh,3%,-1%,0%,3%,2%,1%
Integrin act MD,-9%,13%,-10%,?,-13%,10%
Eya2 phos inh,-13%,17%,-2%,10%,1%,-4%
uPA surface inh,nt,-1%,-6%,-9%,0%,-1%
BRCA1 expr up,1%,-10%,-52%,5%,25%,-30%
ASM inhibitor,0%,13%,-11%,0%,7%,13%
p53 reactivation,0%,8%,?,22%,-2%,nt
TRPV1 ag,0,-1,-1,1,5,3
ELG1 genotox,5%,0%,11%,-1%,-5%,-5%
B2AR arrestin,-1.4%,-0.6%,0.2%,-0.5%,-0.5%,0.0%

13	CC(C)N(C(=O)COc1ccc(Br)cc1Cl)C(C)C
14	O=C(Oc1ccccc1)N1CCN(C(=O)c2ccco2)CC1
15	CCOc1ccc(/C=N/NC(=O)C(C)N(c2ccc(OC)cc2)S(C)(=O)=O)cc1 (centres undefined)
16	COc1cc(NC(=O)CN(c2ccc(C)cc2)S(=O)(=O)c2c(C)nn(C)c2C)cc(OC)c1
17	CC(C)c1cc(NCCOCCO)n2c(nc3ccccc32)c1C#N
18	Clc1ccc(NCc2nnc3n2CCCCC3)cc1

assay / compound,13,14,15,16,17,18
TSG101-PTAP inh,-6%,-3%,-8%,-1%,1%,1%
USP2a inh,-1%,0%,-4%,0%,5%,0%
Integrin act MD,-3%,0%,-10%,-6%,11%,15%
Eya2 phos inh,-5%,-3%,10%,-15%,-1%,-24%
uPA surface inh,4%,-3%,3%,-4%,1%,-5%
BRCA1 expr up,-19%,31%,-15%,-4%,-20%,20%
ASM inhibitor,0%,2%,-1%,-2%,i,-1%
p53 reactivation,6%,2%,12%,-27%,-1%,0%
TRPV1 ag,14,-4,-1,-1,-1,19
ELG1 genotox,-7%,0%,-2%,2%,-3%,-4%
B2AR arrestin,-0.5%,-0.2%,-0.4%,0.3%,-0.1%,-0.1%

19	Cc1ccc(S(=O)(=O)NCC(=O)OCC(=O)NC(=O)NC2CCCC2)cc1
20	CCCCNC(=O)CSc1nc2cc(OC)c(OC)cc2c(=O)n1Cc1ccc(OC)cc1
21	COc1ccccc1NC(=O)CSc1nc2sc3c(c2c(=O)n1-c1ccccc1)CCN(C)C3
22	Cc1ccc(C)c(OCCC(=O)N2CCN(S(=O)(=O)c3cc(C)ccc3C)CC2)c1
23	COCCCN(C(=O)c1cc(Cl)nc2ccccc12)c1c(N)n(Cc2ccccc2)c(=O)[nH]c1=O
24	COc1cccc(C(=O)Nc2nnc(SCC(=O)NC3CCCC3)s2)c1

assay / compound,19,20,21,22,23,24
TSG101-PTAP inh,-8%,-3%,-6%,-1%,0%,-7%
USP2a inh,1%,2%,4%,-7%,4%,7%
Integrin act MD,-15%,-9%,33%,-12%,21%,?
Eya2 phos inh,4%,8%,-2%,-29%,-14%,5%
uPA surface inh,6%,nt,7%,0%,4%,-19%
BRCA1 expr up,12%,-8%,-28%,-32%,-6%,96%
ASM inhibitor,-2%,0%,1%,-1%,12%,-5%
p53 reactivation,1%,-4%,?,-4%,-6%,26%
TRPV1 ag,-1,-1,19,2,0,-1
ELG1 genotox,-2%,2%,5%,?,0%,?
B2AR arrestin,-0.5%,-0.9%,-0.1%,-0.1%,-1.9%,-0.4%

25	O=C(COc1ccc(S(=O)(=O)NC2CCCCC2)cc1Cl)NCc1cccnc1
26	CC1(C)CC(=O)C=C(Nc2ccccc2F)C1
27	Cc1cc(C)c(NC(=O)c2ccoc2C)c(C)c1
28	CCCc1ccc(NC(C)C(=O)Nc2ccc(S(=O)(=O)N3CCOCC3)cc2)cc1 (centres undefined)
29	CN(CCNC(=O)C1CCN(S(=O)(=O)c2cnc[nH]2)CC1)Cc1ccccc1
30	Cc1ccccc1C(=O)NNC(=S)NC(=O)c1ccccc1

assay / compound,25,26,27,28,29,30
TSG101-PTAP inh,-2%,0%,2%,-4%,-2%,-2%
USP2a inh,-1%,5%,0%,0%,5%,0%
Integrin act MD,16%,-10%,19%,-4%,-17%,-2%
Eya2 phos inh,-2%,33%,-4%,38%,-11%,7%
uPA surface inh,-1%,1%,-3%,-3%,-5%,-5%
BRCA1 expr up,2%,-14%,3%,-10%,18%,-60%
ASM inhibitor,0%,-1%,-1%,nt,0%,2%
p53 reactivation,6%,0%,0%,-7%,15%,?
TRPV1 ag,0,-6,-2,5,-2,29
ELG1 genotox,-3%,-1%,-2%,-8%,-1%,0%
B2AR arrestin,-0.1%,-0.2%,0.1%,-0.3%,0.1%,-0.8%

31	O=C(C1COc2ccccc2O1)N1CCN(c2ccc(C(F)(F)F)cn2)CC1 (centres undefined)
32	CCc1ccccc1NC(=O)COc1ccc2oc(-c3ccc(OC)cc3)cc(=O)c2c1
33	CCN(CC)S(=O)(=O)c1ccc(O)c(C(=O)OCC(=O)N2CCCC2)c1
34	C=CCn1c(C)cc(-c2csc(NC(=O)C3=COCCO3)n2)c1C
35	Cc1ccc(C(=O)NCCCNC(=O)Cc2ccccc2)cn1
36	CCOc1ccc(N2CC(C(=O)Nc3ccc(S(=O)(=O)N4CCOCC4)cc3)CC2=O)cc1 (centres undefined)
37	O=C(COC(=O)C1CCN(S(=O)(=O)c2ccc3c(c2)OCCO3)CC1)Nc1ccc(C(F)(F)F)cc1

assay / compound,31,32,33,34,35,36,37
TSG101-PTAP inh,-1%,-4%,0%,-1%,0%,0%,-10%
USP2a inh,-6%,3%,1%,-1%,0%,2%,0%
Integrin act MD,10%,29%,-4%,-37%,-2%,2%[7.66 µM],2%
Eya2 phos inh,-25%,-7%,3%,3%,-11%,-1%,-1%
uPA surface inh,-2%,-2%,1%,0%,0%,2%,1%
BRCA1 expr up,-9%,-12%,17%,67%,2%,1%,0%
ASM inhibitor,-17%,116%[activator],1%,-4%,-1%,?,-3%
p53 reactivation,-2%,-5%,3%,16%,3%,6%,-11%
TRPV1 ag,nt,-1,-2,5,-6,-1,13
ELG1 genotox,-1%,-4%,0%,?,0%,0%,-4%
B2AR arrestin,-0.2%,-0.4%,0.0%,-0.1%,-0.5%,-0.1%,-0.9%

# Assay outcomes from PubChem BioAssay.
